# Screening results: PubChem, several laboratories
# OX1R antag-1 – blocks the human orexin 1 receptor | O43613 | CHO/OX1R cells, Fluo-8 calcium fluorescence, orexin A | inhibition, % at 5 µM | 330,000 compounds, 0.43% hits | AID 434989;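 active means inhibition above its plate's threshold, mean inhibition of all tested compounds on the plate plus 3 SD, cut at about 37% in these data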;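 further: 0% = orexin A challenge wells and 100% = SB-334867-A antagonist wells; not every result past the cut was called active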
# Target sequence (O43613 whole entry, looked up): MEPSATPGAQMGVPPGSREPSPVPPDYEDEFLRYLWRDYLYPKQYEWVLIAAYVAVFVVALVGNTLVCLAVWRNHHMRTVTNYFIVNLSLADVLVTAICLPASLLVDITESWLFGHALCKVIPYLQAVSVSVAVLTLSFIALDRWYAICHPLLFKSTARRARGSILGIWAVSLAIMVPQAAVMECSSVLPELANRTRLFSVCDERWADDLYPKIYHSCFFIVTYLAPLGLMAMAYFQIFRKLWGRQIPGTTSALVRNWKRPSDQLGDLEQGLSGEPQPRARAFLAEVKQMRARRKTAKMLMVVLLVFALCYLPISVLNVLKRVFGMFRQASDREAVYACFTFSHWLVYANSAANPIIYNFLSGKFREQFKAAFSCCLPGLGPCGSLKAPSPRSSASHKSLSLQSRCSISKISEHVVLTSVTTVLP
# STK33 kinase inh – human STK33 kinase inhibition; Q9BYT3; purified STK33, MBP phosphorylation, ADP-Glo luminescence; inhibition, % at 10 µM; 320,000 compounds, 0.073% hits; AID 2661;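 active means inhibition at or above 25%, using the most active replicate where run in duplicate; inactive means inhibition below 25%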
# Target sequence (Q9BYT3 whole entry, looked up): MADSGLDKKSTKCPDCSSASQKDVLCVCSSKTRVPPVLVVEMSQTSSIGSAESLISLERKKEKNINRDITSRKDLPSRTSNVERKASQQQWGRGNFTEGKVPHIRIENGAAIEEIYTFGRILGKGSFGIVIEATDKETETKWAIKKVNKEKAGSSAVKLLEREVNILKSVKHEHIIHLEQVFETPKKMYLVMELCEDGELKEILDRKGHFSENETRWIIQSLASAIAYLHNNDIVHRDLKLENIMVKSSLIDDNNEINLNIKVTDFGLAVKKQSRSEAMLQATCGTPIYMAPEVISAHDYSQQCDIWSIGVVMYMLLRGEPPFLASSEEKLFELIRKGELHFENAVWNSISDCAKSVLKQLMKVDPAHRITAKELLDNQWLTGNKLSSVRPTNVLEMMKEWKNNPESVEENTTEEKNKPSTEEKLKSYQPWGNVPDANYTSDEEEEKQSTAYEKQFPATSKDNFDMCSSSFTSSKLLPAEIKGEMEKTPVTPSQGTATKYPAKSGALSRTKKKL
# OX1R antag-2 – blocks the human orexin 1 receptor; OX1R-expressing cells, FRET antagonist read-out; inhibition, % at 6.6 µM; 330,000 compounds, 1.8% hits; AID 485270; in the data active means inhibition mostly above about 38%, no sharp cut-off; inactive means mostly below about 40%;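 further: 0% = agonist challenge alone and 100% = reference antagonist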
# The depositor's hits bear a star; x = not tested or not shown.
# The first 5 records (preview)
SMILES,OX1R antag-1,STK33 kinase inh,OX1R antag-2
O=C(O)CC(C(=O)OCCOc1ccccc1)N1CCOCC1 (configuration not stated),-14,-2.7,5
Cc1cc([N+](=O)[O-])ccc1NC(=O)CN1C2CCC1CC(NC(=O)NC13CC4CC(CC(C4)C1)C3)C2 (configuration not stated),-14,-0.9,5
CCCn1c(C(C)Nc2nc(-c3ccc(Cl)c([N+](=O)[O-])c3)cs2)nc2ccccc21 (configuration not stated),-48,-1.3,3
Nc1c(-c2nn[nH]n2)cnn1-c1cc(Cl)cc(Cl)c1,-13,-0.5,1
COc1ccc(C(CNC(=O)COc2ccc(Cl)c(C)c2)N2CCCCC2)cc1 (configuration not stated),-11,x,8

# The whole of this part, from the start:
SMILES,OX1R antag-1,STK33 kinase inh,OX1R antag-2
O=C(O)CC(C(=O)OCCOc1ccccc1)N1CCOCC1 (configuration not stated),-14,-2.7,5
Cc1cc([N+](=O)[O-])ccc1NC(=O)CN1C2CCC1CC(NC(=O)NC13CC4CC(CC(C4)C1)C3)C2 (configuration not stated),-14,-0.9,5
CCCn1c(C(C)Nc2nc(-c3ccc(Cl)c([N+](=O)[O-])c3)cs2)nc2ccccc21 (configuration not stated),-48,-1.3,3
Nc1c(-c2nn[nH]n2)cnn1-c1cc(Cl)cc(Cl)c1,-13,-0.5,1
COc1ccc(C(CNC(=O)COc2ccc(Cl)c(C)c2)N2CCCCC2)cc1 (configuration not stated),-11,x,8
COc1ccc(S(=O)(=O)N(C)C)cc1NC(=O)c1ccc2c(c1)NC(=O)C(C)S2 (configuration not stated),-16,0.1,3
Cc1ccc(C(=O)NC(=S)N2CCN(C)CC2)cc1,0,-0.5,6
O=C(COC(=O)c1ccc(S(=O)(=O)N2CCCCCC2)cc1)NCc1ccc(Cl)cc1,-13,-4.6,-5
COc1ccc(OC)c(N2C(=O)CCCC2=O)c1,0,-0.8,8
O=C(N/N=C/c1ccc(Br)cc1)c1ccc(F)cc1,-14,-2.1,23
Cc1c(N=C2N=C(NC(=O)NC(C)(C)C)c3ccccc32)c(=O)n(-c2ccccc2)n1C,-17,0.2,25
O=C(Nc1ccc(NC(=O)c2cccs2)cc1)c1ccc2c(c1)OCO2,-12,-0.1,31
Cc1noc(C)c1COc1ccc(C(=O)NCc2ccccn2)cc1,-4,-0.9,16
Cc1cc(Cl)ccc1OC(C)C(=O)NN1C(=O)c2ccccc2C1=O (configuration not stated),-44,-2.5,11
CN(Cc1ccccc1)C(=O)c1cc2cc(F)ccc2[nH]1,-23,-1.1,4
O=C(Cc1cc(=O)oc2cc(O)ccc12)N[C@@H](Cc1c[nH]c2ccccc12)C(=O)O,-3,-1.3,-7
CCOC(=O)C1=C(COC(=O)Cc2ccccc2)NC(=O)NC1C (configuration not stated),-18,-1.9,1
CCc1ccc(-c2csc(NC(=O)C3CCCO3)c2C(=O)OC(C)C)cc1 (configuration not stated),-12,0.8,14
CC1CC(C)CN(c2ncc3c(n2)CC(c2ccccc2)CC3=O)C1 (configuration not stated),-34,-0.4,23
COc1ccc(-n2c(SCC#N)nc3c(sc(=S)n3-c3ccccc3)c2=O)c(OC)c1,-19,0.3,1
O=C(NCc1cccc(Cl)c1)c1cc(COc2ccc3ncccc3c2)on1,42*,-2.7,53
CCCCc1nc2c(C)c(N)cnc2n1Cc1cccc([N+](=O)[O-])c1,-27,0.9,2
C=CCN=C1NN=C(c2cc(C)n(CCOC)c2C)CS1,-21,-3.7,11
COc1cccc(NC(=O)CCCn2nc(C)c3c(C)n(-c4ccccc4)nc3c2=O)c1,-54,-2.1,9
CCN(CC1CCCN(CCc2cccc(OC)c2)C1)C(=O)C=C(C)C (configuration not stated),-40,0.2,12
CCn1c(CNC(C)=O)nnc1SCC(=O)c1ccc(Br)cc1,-2,-1.0,-8
COc1cc(Cl)ccc1OCc1cc(C(=O)N2CCCCC2c2cccnc2)no1 (configuration not stated),-37,0.0,24
C=C(C)CN(CC)C(=O)COc1ccc(S(=O)(=O)Nc2ccc(OC)cc2)cc1,2,-1.9,9
CC(C)c1ccc2c(c1)C(c1cccs1)=NNC(c1ccncc1)=N2,-17,x,24
CC1(c2ccccc2Cl)NC(=O)N(CC(=O)N2c3ccccc3NC(=O)C2(C)C)C1=O (configuration not stated),-1,1.1,-1
Fc1ccc2cnc(-c3ccccc3F)cc2c1,-8,1.7,16
Cc1cccc(C(=O)OCC(=O)N2CCCC2=O)c1O,12,1.2,4
N#CCCN(Cc1ccccc1)C(=S)NC(=O)c1ccccc1,-15,-1.2,7
C=CCn1c(=O)c(C(=O)Nc2ccc(C)cc2)c(O)c2ccccc21,0,-0.5,0
CCOc1ccc(NC(=O)CSc2nnc(-c3cc(C)[nH]n3)n2N)cc1,-9,-0.4,-11
Cc1ccc(/C=N/Nc2cccc3cccnc23)c(O)c1,-22,0.3,14
COc1ccc(N2CCN(C(=O)Nc3ccc(S(=O)(=O)N(C)C)cc3)CC2)cc1,-16,-0.3,14
COc1ccc(NC(=O)C2CCCN(S(C)(=O)=O)C2)cc1Cl (configuration not stated),-21,-0.2,4
COc1cccc(NC(=O)c2cc3cccc(OC)c3o/c2=N\O)c1,40*,0.2,93*
N#Cc1cn(CCOc2ccc(F)cc2)c2ccccc12,-10,-3.0,4

# Compounds above containing a COOH group, in the order listed:
SMILES,OX1R antag-1,STK33 kinase inh,OX1R antag-2
O=C(O)CC(C(=O)OCCOc1ccccc1)N1CCOCC1 (configuration not stated),-14,-2.7,5
O=C(Cc1cc(=O)oc2cc(O)ccc12)N[C@@H](Cc1c[nH]c2ccccc12)C(=O)O,-3,-1.3,-7

# Later entries:
SMILES,OX1R antag-1,STK33 kinase inh,OX1R antag-2
O=C(COC(=O)Cc1ccsc1)Nc1ccc(S(=O)(=O)N2CCOCC2)cc1,-7,-5.2,2
CCCc1cc(=O)n(-c2nc3ccccc3s2)[nH]1,-8,-1.6,-6
O=C(c1cc2c(ccc3ccccc32)o1)N1CCCCC1,-33,-2.6,16
CCOc1ccc(NC(=O)CNC(=O)c2ccc(OC)cc2)cc1,4,0.6,10
CCOc1ccccc1N1CCN(C2=C(NS(=O)(=O)c3cccs3)C(=O)c3ccccc3C2=O)CC1,-42,1.6,24
CC1(O)N(CCC(=O)Nc2cccc(F)c2)C(=O)OC12CCCCC2 (configuration not stated),-5,-0.1,13
Cc1ccc(NC(=O)Cn2c([N+](=O)[O-])cnc2C)cc1Cl,-12,-0.4,-10
CCOC(=O)C1CCN(C(=O)c2ccc(Oc3cc(Cl)cc(Cl)c3)o2)CC1,-19,-0.1,3
O=C(O)CCCN=CC1=C(O)C(C(=O)c2ccccc2)CCC1=O (configuration not stated),-6,-0.5,14
Cc1ccc(NC(=O)Cn2nnc(C(=O)Nc3ccc(F)c(Cl)c3)c2N)cc1,-16,-0.1,9
COc1cccc(/C=N/NC(=O)CNC(=O)CCc2ccccc2)c1O,-15,0.9,5
O=C(NNc1ccc(C(F)(F)F)cc1[N+](=O)[O-])c1ccc(NS(=O)(=O)c2ccc(F)cc2)cc1,-14,4.2,0
O=[N+]([O-])c1ccc(Cl)cc1NCc1cccnc1,-19,0.6,31
Cc1ccc(N2C(=O)[C@@H]3C(c4cccnc4)=NO[C@@H]3C2=O)cc1,-1,0.6,8
CCOc1ccccc1N(CC(=O)NCC1CCCO1)C(=O)CCC(=O)Nc1nccs1 (configuration not stated),11,0.1,3
COc1cc(NC(=O)c2cccs2)c(C(=O)OCC(=O)NCc2ccccc2)cc1OC,-16,-1.4,17
CCOC(=O)CCS(=O)(=O)c1nc(-c2ccccc2)cc(C(F)(F)F)n1,-10,2.4,39
CCOC(=O)C1=C(c2ccccc2)N=C2SCC(=O)N2C1c1cccc(OC)c1 (configuration not stated),-27,0.1,4
CC(=O)c1nnn(-c2ccc([N+](=O)[O-])cc2)c1C,-11,0.5,123*
Cc1nc(Nc2ccc(S(N)(=O)=O)cc2)sc1C(=O)Nc1ccccc1,0,3.2,5

# Grouped by structure: the compounds so far containing bromine
SMILES,OX1R antag-1,STK33 kinase inh,OX1R antag-2
O=C(N/N=C/c1ccc(Br)cc1)c1ccc(F)cc1,-14,-2.1,23
CCn1c(CNC(C)=O)nnc1SCC(=O)c1ccc(Br)cc1,-2,-1.0,-8

# The results go on:
SMILES,OX1R antag-1,STK33 kinase inh,OX1R antag-2
COc1ccc(NC(=O)CN(C)C(=O)c2cc3c(s2)CCC3)cc1,-13,1.1,14
O=c1oc2ccccc2n1Cc1cccc(F)c1,-8,-1.5,5
NC(=O)c1cc(S(=O)(=O)NCCc2ccc(Cl)cc2)cs1,-16,-1.4,5
O=C(CCN1CCOCC1)NNC(=O)Nc1cccc(C(F)(F)F)c1,-2,-1.9,7
CCN1CC(CN(C)Cc2nc(-c3cccs3)no2)CC1=O (configuration not stated),-9,0.2,21
O=C1CCCN1c1ccc(S(=O)(=O)Oc2cccc(Cl)c2)cc1[N+](=O)[O-],-4,-0.9,45
CN(C)C(/C=C/Nc1ccc(Br)cc1)=C(C#N)C#N,-22,0.0,19
O=C1COc2ccc(C(=O)NCc3ccc4c(c3)OCO4)cc2N1,-5,-0.1,8
COc1cc2c(cc1OC)C1=NC(=O)CN1C(SCc1ccc(C)cc1)=N2,-20,-0.9,4
Cc1ccc(C)c(NC(=O)CN(C)C(=O)c2ccncc2)c1,4,0.0,6
CC(C)CCn1nnnc1C(c1ccccc1F)N1CCC(C(N)=O)CC1 (configuration not stated),-25,-0.4,21
NS(=O)(=O)c1cc(C(=O)NCCOc2ccccc2)c(Cl)cc1Cl,-20,0.5,13
Cc1cc(C)nc(NC(=O)c2ccc3c(c2)OCO3)c1,-5,-0.2,12
CCOC(=O)c1nnn2c1nc(N1CCCCC1)c1ccccc12,-22,0.4,13
Cc1ccc(-c2csc3nnc(SCC(=O)NCc4ccc5c(c4)OCO5)n23)cc1,-20,-2.2,8
Cc1ccc(CNC(=O)CCS(=O)(=O)c2ccc3c(c2)NC(=O)CO3)cc1,-19,-0.9,4
CCOC(=O)c1cc(-c2ccccc2)sc1NC(=O)C(C)OC(=O)c1ccncc1 (configuration not stated),-4,-2.1,14
COCCN(CC(=O)Nc1cccc(C)c1C)C(=O)Cc1sc(C)nc1-c1ccc(F)cc1,-28,x,1
CCCCn1nc2cc(C(=O)NCc3ccccc3)ccc2c1OCC,-27,0.2,19
O=C(OCC(=O)N(C1CCCCC1)C1CCCCC1)c1ccco1,-26,0.8,11

# 3 entries from above, ordered by molecular weight, highest first:
SMILES,OX1R antag-1,STK33 kinase inh,OX1R antag-2
COc1cc2c(cc1OC)C1=NC(=O)CN1C(SCc1ccc(C)cc1)=N2,-20,-0.9,4
CCOC(=O)c1nnn2c1nc(N1CCCCC1)c1ccccc12,-22,0.4,13
O=c1oc2ccccc2n1Cc1cccc(F)c1,-8,-1.5,5

# (next part)
SMILES,OX1R antag-1,STK33 kinase inh,OX1R antag-2
Cc1ccc(S(=O)(=O)NN2C(=O)/C(=C/c3cccnc3)SC2=S)cc1,14,1.7,3
O=S(=O)(c1cccc(-c2cn3ccccc3n2)c1)N1CCCCC1,-12,-2.2,8
CCOc1ccccc1C1C(C(N)=O)=C(C)Nc2nc(CCCO)nn21 (configuration not stated),-12,-0.2,9
Cc1ccc(Cn2ccc(NC(=O)c3nn(C)cc3Cl)n2)cc1,-25,-1.1,6
COc1ccc2c(c1)c(/C=N/Nc1nc3ccccc3[nH]1)c(C)n2C,-28,-0.1,18
Cc1cc(C)c(O)c(-c2n[nH]c3c2C(c2cccc(O)c2)N(Cc2ccco2)C3=O)c1 (configuration not stated),-17,-1.9,3
C/C(=N\O)C1CC(CC(=O)O)C1(C)C (configuration not stated),-16,-1.5,-1
Cc1ccc(-c2nc(CS(=O)CC(=O)NCCCN3CCN(Cc4ccccc4)CC3)c(C)o2)cc1 (configuration not stated),-24,-1.6,11
COc1ccc(C2OCC3(O)C(c4ccc(OC)c(OC)c4)OCC23)cc1OC (configuration not stated),-7,0.6,3
Cc1cc(C)c(C)c(S(=O)(=O)N2CCN(C(=S)NCC3CCCO3)CC2)c1C (configuration not stated),-20,-1.0,12
Cn1cccc1Cc1nnc(SCC(=O)NCc2ccccc2)n1-c1ccc(F)cc1,-29,0.7,19
COc1cc(/C(=C/c2ccccc2)c2ccccc2)c2c(c1)oc1ccccc12,-28,-0.6,35
O=C(Nc1nc2ccccc2s1)C1CCN(C(=O)c2ccco2)CC1,-25,3.4,9
Cc1nc(-c2ccc3c(c2)OCCO3)cs1,-5,-1.7,10
COc1ccc(NC(=O)c2cc(CC(C)C)on2)cc1OC,-17,-0.8,17
O=C(c1ccco1)N1CCN(c2cccc(Cl)c2)CC1,-18,0.2,10
O=S(=O)(c1ccc(N2CCN(CCO)CC2)nc1)N1CCCCC1,-5,-0.9,16
CN(C)c1nc(NCc2ccccc2)nc(Oc2ccc(=O)[nH]n2)n1,-17,-1.0,13
CCOc1ccccc1NC(=S)NC(=O)C1CCCCC1,-41,-2.0,29
O=C(CO/N=C/c1ccc(OC(F)F)cc1)NCc1ccco1,-15,-1.6,5
Cc1[nH]c2ccc(-c3nnc(SCC(=O)NCc4ccco4)n3Cc3ccccc3)cc2c1C,-3,0.1,32
CCc1ccc(N(CC(=O)Nc2ccc(NC(C)=O)cc2)S(=O)(=O)c2ccccc2)cc1,-28,-0.3,-8
Cn1c(NCCCN2CCOCC2)nc2c1c(=O)n(Cc1ccc(Cl)c(Cl)c1)c(=O)n2C,-23,1.2,8
COc1cc(Cl)ccc1OCc1cc(C(=O)N2CC[C@@H]3CCCC[C@H]3C2)no1,-21,-1.4,-1
